# PKA-R1A activ – PKA-R1A complex activation; PKA-R1A dissociation, Cy5-IP20 fluorescence polarization; scaled: DMSO 0%, 113 µM cGMP 100%; activation, % at 11.4 µM; 340,000 compounds, 0.083% hits; AID 504707;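 active means percent activation above the mean of all tested compounds plus 3 SD, cut at about 19% in these data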;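 further: higher means more PKAc released from R1A so a rise in polarization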
# CDK5 p35 inh – CDK5/p35 (human) kinase inhibition; Q00535+Q15078; Recombinant CDK5/p35, ADP-Glo luminescence, 60 min; inhibition, % at 10 µM; 330,000 compounds, 0.01% hits; AID 488839;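 active means highest replicate inhibition of at least 50% and at least 75% of replicates reaching 50%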;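 further: plate controls were DMSO neutral control for no effect and GW8510 at 10 µM for full effect; many of its hits are not listed in these tables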
# SUMO Mot1 rescue – blocks SUMOylation pathway, rescuing yeast Mot1-301 growth | AID 2716 | growth rescue, % at 18.8 µM | 320,000 compounds, 1% hits | S. cerevisiae Mot1-301 growth rescue, ATP luminescence, 38.5C; percent above DMSO median, 100 means doubled;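 active means every valid replicate shows activation above 250% relative to neutral control wells; inactive means the rest, any valid replicate at or below 250%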;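 further: OY570 slx delta 5 strain wells were the positive control but not used for scaling; some compounds called inactive have numbers as strong as hits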
# DAGLB inhibitor – diacylglycerol lipase beta (human) inhibition | inhibition, % at 5.17 µM | AID 504411 | HEK293T DAGLB membrane lysate, EnzChek fluorogenic substrate | Q8NCG7 | 340,000 compounds, 0.059% hits; in the data active means inhibition above about 34%;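 further: 0% = enzyme with vehicle and 100% = wells lacking enzyme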
# Target sequence (Q8NCG7 whole entry, looked up): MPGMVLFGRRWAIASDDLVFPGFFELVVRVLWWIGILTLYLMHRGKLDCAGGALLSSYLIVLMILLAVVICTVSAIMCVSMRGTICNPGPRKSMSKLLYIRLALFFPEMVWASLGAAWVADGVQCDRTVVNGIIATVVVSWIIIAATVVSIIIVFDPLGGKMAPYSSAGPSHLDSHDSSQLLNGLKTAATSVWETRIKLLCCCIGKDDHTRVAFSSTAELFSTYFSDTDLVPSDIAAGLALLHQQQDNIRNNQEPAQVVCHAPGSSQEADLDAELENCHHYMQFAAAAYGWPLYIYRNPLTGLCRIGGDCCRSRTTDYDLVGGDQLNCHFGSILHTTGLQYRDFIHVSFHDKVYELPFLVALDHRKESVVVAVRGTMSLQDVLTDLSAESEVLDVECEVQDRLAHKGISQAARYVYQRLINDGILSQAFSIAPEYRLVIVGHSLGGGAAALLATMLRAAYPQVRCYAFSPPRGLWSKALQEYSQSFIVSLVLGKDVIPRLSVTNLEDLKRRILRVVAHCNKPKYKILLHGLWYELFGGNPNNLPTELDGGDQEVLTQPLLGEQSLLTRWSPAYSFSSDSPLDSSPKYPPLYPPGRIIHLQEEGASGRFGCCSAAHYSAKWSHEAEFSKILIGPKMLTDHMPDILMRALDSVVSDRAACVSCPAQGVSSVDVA
# HTR5A ag ctr – HTR5A agonism, opioid heterodimer counter-screen; P47898; HTR5A agonist assay, luminescence, cell-based; activation, % at 9.3 µM; 340,000 compounds, 0.61% hits; AID 504692; in the data active means activation mostly above about 9.5%, no sharp cut-off; inactive means mostly below about 7.6%;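 further: 0% = cells with vehicle only and 100% = reference agonist; strong numbers were not always called active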
# Target sequence (P47898 whole entry, looked up): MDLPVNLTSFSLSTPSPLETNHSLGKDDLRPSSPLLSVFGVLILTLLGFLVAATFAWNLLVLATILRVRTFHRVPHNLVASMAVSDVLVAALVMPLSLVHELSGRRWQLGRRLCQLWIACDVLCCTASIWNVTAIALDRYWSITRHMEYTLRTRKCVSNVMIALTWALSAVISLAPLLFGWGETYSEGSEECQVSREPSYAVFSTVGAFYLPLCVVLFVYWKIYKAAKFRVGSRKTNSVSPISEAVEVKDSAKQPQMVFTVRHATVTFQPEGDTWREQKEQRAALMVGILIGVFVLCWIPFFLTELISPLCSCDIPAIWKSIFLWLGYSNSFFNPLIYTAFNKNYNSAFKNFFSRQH
# Tat export inh – inhibitors of E. coli Tat protein transport. E. coli MC4100 TorA-mCherry Tat export, fluorescence. inhibition, % at 10 µM. 340,000 compounds, 0.036% hits. AID 488895;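 active means mean replicate inhibition at least 50% and at least half of replicates individually reaching 50%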;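 further: exported cargo escapes ClpAP degradation while cytoplasmic cargo is degraded and loses fluorescence; 0% = median of neutral control wells and 100% = median of NaSCN control wells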
# phage Ecoli inh – E. coli growth loss with phage present; growth absorbance; inhibition, % at 11.9 µM; 360,000 compounds, 0.26% hits; AID 651602; in the data active means inhibition above about 11%
# AddAB inh – less growth of phage-infected E. coli with AddAB; E. coli expressing H. pylori AddAB, absorbance growth; inhibition, % at 11.9 µM; 330,000 compounds, 0.29% hits; in the data active means inhibition above about 12%;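 further: 0% = vehicle wells of infected cells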
# PKA-R2B activ – activates the human PKA-R2B holoenzyme complex | 340,000 compounds, 0.079% hits | activation, % at 11.4 µM | PKA-R2B holoenzyme dissociation, Cy5-IP20 fluorescence polarization; R2B truncated from residue 108, S112A mutant; 0% DMSO only, 100% 113 µM cGMP;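 active means activation above a cutoff set at the mean over all compounds plus 3 SD, cut at about 18% in these data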;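 further: higher means more holoenzyme dissociation and a rise in polarization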
# HTR5A inv ctr – counter-screen for OPRM1-OPRD1 inverse agonists: human HTR5A inverse agonism. inhibition, % at 9.3 µM. P47898. HTR5A cell line, luminescence. 340,000 compounds, 0.083% hits. AID 504634; in the data active means inhibition mostly above about 23%, no sharp cut-off; inactive means mostly below about 18%;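 further: 0% = cells with DMSO and 100% = no-cell wells with DMSO; some compounds called inactive have numbers as strong as hits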
# Ecoli viability – counter-screen for AddAB inhibitors: E. coli growth inhibition; E. coli V3065 growth, OD600 absorbance, 18 h; inhibition, % at 11.9 µM; 330,000 compounds, 0.27% hits;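 active means inhibition above the campaign's mean inhibition across all tested compounds plus 3 SD, cut at about 9.9% in these data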;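 further: uninfected addAB+ strain grown without phage in ampicillin broth; 0% = DMSO wells and 100% = ciprofloxacin 0.95 µg/ml wells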
# Active calls of the source: *; · = no result given. No enrichment for hits; about 2.3% have a hit in one of these screens.
SMILES,PKA-R1A activ,CDK5 p35 inh,SUMO Mot1 rescue,DAGLB inhibitor,HTR5A ag ctr,Tat export inh,phage Ecoli inh,AddAB inh,PKA-R2B activ,HTR5A inv ctr,Ecoli viability
Cc1cc(F)ccc1NCc1cccnc1,4,-0.1,-3,2,4,-2,2.8,1.1,-12,-16,-1.3
COc1cc(C=Nc2cccc([N+](=O)[O-])c2C)ccc1OC(C)=O,2,0.5,6,2,-4,-8,4.8,0.9,-2,-17,0.8
CC(C)(C)SCCNC(=O)/C=C/c1ccc([N+](=O)[O-])cc1,5,0.6,17,-3,-2,-2,3.9,1.2,-8,6,-1.0
Cn1c(N)c(C(=O)COC(=O)c2ccc(-c3ccccc3)cc2)c(=O)n(C)c1=O,2,1.2,0,1,-2,13,0.1,-2.5,0,8,-1.8
Cc1cc(C)n2ncc(C(=O)NCc3ccc(Cl)cc3)c2n1,-3,0.5,298,2,-3,0,0.0,-0.2,5,8,-1.5
Cc1cc(C)c[n+](-c2nc3ccccc3nc2[N-]S(=O)(=O)c2ccc(Cl)cc2)c1,-7,0.0,251,0,2,1,3.4,2.5,4,12,1.1
CCOC(=O)c1ccc(NC(=O)CCS(=O)(=O)c2ccc(Br)s2)cc1,-13,-0.1,-1,0,0,5,0.6,2.6,1,2,-1.5
Cc1ccc(S(=O)(=O)Nc2c(C)cc(C)nc2Cl)cc1,4,-0.5,-2,-3,3,2,2.3,2.2,-3,-9,2.8
COc1cc(/C=N/NC(=O)c2ccccc2)ccc1OS(=O)(=O)c1ccccc1,6,-0.3,-10,-3,-1,0,3.1,2.1,-10,-1,0.1
CCc1ccccc1NC(=O)Cn1nnc(C(=O)NCc2cccs2)c1N,-4,0.6,0,3,3,1,3.9,0.0,-1,-11,-1.6
Cc1cc(C)c(NC(=O)CN2CCN(C)CC2)c(C)c1,-8,2.0,8,2,1,-6,4.2,3.8,2,-4,1.5
CCOc1ccc(NC(=O)CC2C(=O)N(c3ccccc3)C(=O)N2Cc2ccco2)cc1 (stereo unspecified),-11,0.1,-9,0,-3,-5,0.0,-0.6,-10,-3,0.7
CCOc1ccc(CN2CCNC(=O)C2CC(=O)NC2CCCCCC2)cc1 (stereo unspecified),-11,-2.0,199,2,1,6,0.2,0.8,8,-13,0.5
COc1ccc(/C=C2\CCC(C3CCCC3)C2=O)cc1 (stereo unspecified),-4,-0.2,-4,-4,-2,8,1.1,-0.6,-4,6,-0.9
COc1ccc2c(c1)CC/C(=C\C=C\c1ccccc1)C2=O,-1,1.5,-5,-4,-2,7,3.2,-0.7,-17,-12,0.0
Cc1ccccc1NC(=S)NC(NC(=O)c1ccco1)C(Cl)(Cl)Cl (stereo unspecified),-20,2.0,12,0,-1,-9,5.5,5.8,-6,6,2.5
O=C(Nc1cc([N+](=O)[O-])ccc1F)c1cccs1,5,-1.9,1,-2,1,-2,1.1,2.4,-5,-22,1.6
Nc1ccccc1Nc1nc2ccccc2[nH]1,1,-0.3,-13,-1,-2,12,-0.6,3.9,-5,6,1.8
COc1ccc(NC(=O)C(c2ccc(OC)cc2)N(Cc2ccco2)C(=O)CC2NC(=O)NC2=O)cc1 (stereo unspecified),3,-0.2,-14,1,0,1,1.5,-0.2,-3,0,1.2
CC(C)CN(C(=O)CN1CCN(S(=O)(=O)c2ccc3ccccc3c2)CC1)c1c(N)n(CC(C)C)c(=O)[nH]c1=O,8,1.5,10,-1,3,-5,4.0,1.8,-6,-27,1.1
COc1ccccc1C(=O)OCC(=O)Nc1ccccc1OC(F)F,-8,3.1,-14,-3,0,1,-0.4,-0.6,-3,-1,1.8
COc1ccc(Cl)cc1N(C)C(=O)CCc1nc(-c2ccc(C)cc2)no1,-5,1.2,-14,-5,3,-3,0.4,1.9,-4,-2,-1.0
CCSc1nnc(NC(=O)CSc2nnc(Cc3cccn3C)n2-c2ccc(F)cc2)s1,0,1.4,·,6,-5,-8,1.6,·,1,18,·
Cc1cnccc1CNC(=O)C1CCC(=O)N(Cc2ccc(Cl)cc2)C1 (stereo unspecified),-7,-2.1,-10,-2,-4,-6,2.9,-0.2,-4,14,3.0
COc1ccc(-n2c(O)c(C=Nc3ccccc3)c3ccccc3c2=O)cc1,-8,-0.3,-13,-1,1,19,3.4,4.5,-1,-4,3.5
SMILES,PKA-R1A activ,CDK5 p35 inh,SUMO Mot1 rescue,DAGLB inhibitor,HTR5A ag ctr,Tat export inh,phage Ecoli inh,AddAB inh,PKA-R2B activ,HTR5A inv ctr,Ecoli viability
CN(C)c1cccc(C(=O)N2CCCC(C(=O)c3cc(F)ccc3F)C2)c1 (stereo unspecified),-7,-0.2,40,-2,1,-4,1.8,0.5,-3,-2,2.6
Cc1ccc(-n2nnnc2Sc2nc([N+](=O)[O-])nn2C)c(C)c1,-2,-0.6,-4,-8,-2,-1,0.7,2.0,9,-8,0.1
CC(=O)Nc1ccc(NC(=O)CSc2nnc3ccc(-c4cccnc4)nn23)cc1,2,-0.2,16,2,1,-1,4.0,-2.0,-6,-2,-0.8
COc1ccc(C(=O)N/C(=C\c2ccco2)C(=O)NCCN2CCOCC2)cc1,-11,0.8,-1,-2,3,-12,·,1.6,-9,-8,0.3
Cc1nsc2nc3c(F)c(F)c(F)c(F)c3cc12,-4,-0.9,-17,0,-1,1,-1.1,-0.2,-7,-2,-0.1
O=C(COC(=O)COc1cccc2ccccc12)NCC(F)(F)F,1,-5.4,-4,0,-1,26,1.9,0.8,4,4,0.0
Cc1ccc(O)c(NC(=S)NC(=O)c2ccc(-c3ccc(Cl)cc3)o2)c1,4,1.5,122,1,-9,7,-2.8,-1.9,-2,22,-2.8
O=C(CN(CC1CCCO1)C(=O)CCC(=O)Nc1ccccn1)NCc1ccccc1 (stereo unspecified),6,-1.1,-6,-3,2,-6,1.6,-0.4,-5,-7,-2.3
CCc1ccc(CN(C(=O)c2cccs2)C2CCS(=O)(=O)C2)cc1 (stereo unspecified),10,-0.1,309,1,-1,0,1.2,1.8,7,3,1.8
COc1cc(/C=C/C(=O)O)cc(S(=O)(=O)NNC(=O)c2cc(C)oc2C)c1OC,-7,-2.9,-12,-1,2,-4,2.7,0.7,-11,-9,2.9
Cc1cc(=O)oc2cc(OC(C(=O)O)c3ccccc3)ccc12 (stereo unspecified),-12,1.8,3,-4,11*,-6,-0.5,-2.1,-11,-41,-0.5
CCOc1ccc(NC(=S)N(CCN2CCOCC2)Cc2cc3cc4c(cc3[nH]c2=O)OCCO4)cc1,-12,-1.0,222,2,1,-6,0.5,0.3,6,-13,-0.5
C=CCN(CC=C)CC(O)CN(c1cc([N+](=O)[O-])ccc1OC)S(=O)(=O)c1ccccc1 (stereo unspecified),-4,0.4,-7,2,3,4,1.1,2.5,-6,28,-1.7
COc1ccc(C(=O)N/C(=C\c2cc(OC)c(OC)cc2[N+](=O)[O-])C(=O)NCCO)cc1,-2,-0.1,993*,0,2,-1,0.6,3.8,-2,-7,-0.8
Cc1noc(C)c1S(=O)(=O)N1CCCC(C(=O)Nc2cccnc2)C1 (stereo unspecified),-14,1.4,-5,1,-1,-1,-0.8,-0.6,2,-9,-3.0
O=C(O/N=C1\CCCc2ccccc21)C1CC1,-9,0.1,-19,2,0,6,1.5,-0.5,1,0,-0.7
O=[N+]([O-])c1cc2c(cc1/C=N/n1cnnc1)OCO2,-3,-3.3,·,-3,1,-7,1.8,2.9,5,-24,3.1
O=C(COC(=O)/C=C/c1ccc(S(=O)(=O)N2CCOCC2)cc1)NCc1ccc(Cl)cc1,3,-1.1,3,2,2,2,-2.5,0.5,3,-19,1.4
CC(=O)N1CCc2cc(Br)cc(S(=O)(=O)NCCN3CCCCC3C)c21 (stereo unspecified),4,0.5,-20,3,1,-4,1.9,2.2,-9,-16,0.1
CCCCN(C(=O)/C=C/c1ccco1)c1c(N)n(CC(C)C)c(=O)[nH]c1=O,-8,-0.1,190,2,-5,6,3.0,1.8,-6,13,3.4
Cc1cccc(N2C(=O)c3ccc(C(=O)Nc4ccccn4)cc3C2=O)c1,-5,1.1,-10,-1,-4,-5,0.8,0.3,1,-2,1.1
CCOc1ccccc1CN1CCNC(=O)C1CC(=O)N(C)CCc1ccccn1 (stereo unspecified),-7,-0.2,106,-3,0,-2,5.5,2.1,-6,0,-0.1
COc1ccc(-c2noc(CN(C(=O)c3ccc(OC(C)=O)cc3)C(C)C)n2)cc1OC,-1,3.1,-5,0,5,-6,2.6,1.1,-1,13,2.1
Nc1nc(Nc2ccccc2)n[nH]1,-6,2.7,-13,-1,-3,-10,2.7,-0.4,-12,10,-0.6
Cc1cccc(NC(=O)C2CCN(S(=O)(=O)c3cccc4cccnc34)CC2)c1,3,0.5,0,-2,1,11,2.9,3.7,-1,-3,-0.8

# As a working copy, 9 of the compounds above:
SMILES,PKA-R1A activ,CDK5 p35 inh,SUMO Mot1 rescue,DAGLB inhibitor,HTR5A ag ctr,Tat export inh,phage Ecoli inh,AddAB inh,PKA-R2B activ,HTR5A inv ctr,Ecoli viability
Cc1cc(=O)oc2cc(OC(C(=O)O)c3ccccc3)ccc12 (stereo unspecified),-12,1.8,3,-4,11*,-6,-0.5,-2.1,-11,-41,-0.5
CCOc1ccc(NC(=S)N(CCN2CCOCC2)Cc2cc3cc4c(cc3[nH]c2=O)OCCO4)cc1,-12,-1.0,222,2,1,-6,0.5,0.3,6,-13,-0.5
C=CCN(CC=C)CC(O)CN(c1cc([N+](=O)[O-])ccc1OC)S(=O)(=O)c1ccccc1 (stereo unspecified),-4,0.4,-7,2,3,4,1.1,2.5,-6,28,-1.7
COc1ccc(C(=O)N/C(=C\c2cc(OC)c(OC)cc2[N+](=O)[O-])C(=O)NCCO)cc1,-2,-0.1,993*,0,2,-1,0.6,3.8,-2,-7,-0.8
Cc1noc(C)c1S(=O)(=O)N1CCCC(C(=O)Nc2cccnc2)C1 (stereo unspecified),-14,1.4,-5,1,-1,-1,-0.8,-0.6,2,-9,-3.0
O=C(O/N=C1\CCCc2ccccc21)C1CC1,-9,0.1,-19,2,0,6,1.5,-0.5,1,0,-0.7
O=[N+]([O-])c1cc2c(cc1/C=N/n1cnnc1)OCO2,-3,-3.3,·,-3,1,-7,1.8,2.9,5,-24,3.1
O=C(COC(=O)/C=C/c1ccc(S(=O)(=O)N2CCOCC2)cc1)NCc1ccc(Cl)cc1,3,-1.1,3,2,2,2,-2.5,0.5,3,-19,1.4
CC(=O)N1CCc2cc(Br)cc(S(=O)(=O)NCCN3CCCCC3C)c21 (stereo unspecified),4,0.5,-20,3,1,-4,1.9,2.2,-9,-16,0.1
